# Screening data from PubChem BioAssay.
# Growth percent in the NCI-60 one-dose screen (48 h, 10 µM unless noted): 100 = growth as untreated, 0 = no growth, -100 = all killed.
# OVCAR-3: OVCAR-3 ovarian cancer. AID 1794787. 79,000 tested, 7% active
# OVCAR-8: OVCAR-8 ovarian cancer | 81,000 tested, 4.4% active | AID 1794782
# OVCAR-5: OVCAR-5 ovarian cancer | 82,000 tested, 2.9% active
# PC-3: PC-3 prostate cancer cells; 80,000 tested, 3.9% active; AID 1794754
# DU-145: DU-145 prostate cancer; 81,000 tested, 4.2% active
# SF-268: SF-268 CNS cancer cells; AID 1794759; 82,000 tested, 3.1% active
# OVCAR-4: OVCAR-4 ovarian cancer cells; 80,000 tested, 3.7% active; AID 1794784
# SK-OV-3: SK-OV-3 ovarian cancer cells; 80,000 tested, 3.2% active
# U251: U251 CNS tumor cells | 80,000 tested, 5.4% active | AID 1794753
# * marks the source's active call; other numbers are inactive results; . = no result given; & = joins results of further samples; ! = a repeat was not active. The calls were made as follows: active = growth percent below 10; inactive = the rest.
SMILES,OVCAR-3,OVCAR-8,OVCAR-5,PC-3,DU-145,SF-268,OVCAR-4,SK-OV-3,U251
Cc1nccn1CC(=O)c1ccccc1,120.4,98.1,94.2,99.9,109.8,120.5,.,96.8,97.3
O=S(=O)(SC1=NCCN1)c1ccccc1,108.6,101.4,107.4,100.8,112.2,100.3,106.6,99.9,102.7
CC1=C(C)Cc2c(OC(=O)c3ccccc3)ccc(OC(=O)c3ccccc3)c2C1,121.9,114.1,97.0,.,111.7,123.7,94.7,119.0,110.5
CC[C@]12C=CCN3CC[C@@]4(c5cc(C#Cc6cccc(Nc7ncnc8cc(OCCOC)c(OCCOC)cc78)c6)c(OC)cc5N(C)[C@H]4[C@@](O)(C(=O)OC)[C@@H]1OC(C)=O)[C@@H]32,66.3,78.6,99.4,63.6,92.2,85.9,74.9,138.5,71.8
CC(=O)O[C@H]1[C@@H]2OC(=O)C(CSc3ccccc3)[C@@H]2C[C@H]2O[C@]2(C)CC/C=C(\C)CCC[C@@H]1C (stereo not given in full),-9.7*,28.7,83.6,.,1.7*,44.7,34.3,102.8,51.6
O=C1CN(Cc2ccncc2)C(=O)[C@@H](Cc2c[nH]c3ccccc23)N1,108.2,98.2,109.2,85.8,102.7,101.3,104.0,82.2,95.9
COc1ccc(-c2nc(C#N)c(N3CCC(S(=O)(=O)N4CCCCC4)CC3)o2)cc1,.,100.6,101.6,84.6,101.7,92.5,89.5,121.1,101.1
Cn1c(-c2ccccc2)cs/c1=N\S(=O)(=O)c1ccc(NNc2c3ccccc3nc3ccccc23)cc1,91.9,86.9,112.0,82.1,102.6,99.5,96.8,95.3,92.1
O=S1(=O)CS(=O)(=O)OCCCCCO1,105.6,102.5,93.0,93.8,101.2,97.9,97.5,114.4,98.2
N#CC1=C(c2ccccc2)Nc2c(c(-c3ccccc3)nn2-c2ccccc2)C12C(=O)N(Cc1ccccc1)c1ccccc12 (stereo not given),124.0,55.3,101.1,91.9,109.8,107.0,88.0,100.9,101.5
Clc1cc(Cl)c(Cl)c(-c2nc(-c3cccnc3)cs2)c1,71.7,78.8,79.6,88.5,37.2,85.8,68.7,101.9,88.7
COc1cc(-c2ccc(NS(=O)(=O)c3ccccc3)c(OC)c2)ccc1NS(=O)(=O)c1ccccc1,111.0,92.2,114.7,89.5,103.7,109.6,98.8,101.1,105.2
FC(F)(F)c1ccc(-c2nc(-c3nc4ccc(Cl)cc4[nH]3)cc3c2[nH]c2ccccc23)cc1,79.5,83.6,95.4,69.0,84.6,68.2,67.5,105.0,86.4
Cn1c(=O)cc(N2CCC[C@@H](N)C2)n(Cc2cc(F)ccc2C#N)c1=O,106.9,97.8,94.4,97.4,123.8,106.4,105.1,88.5,98.3
O=C(O)c1nn(-c2ccccc2)nc1N1CCCC1,109.1,104.0,107.1,100.6,115.1,104.2,105.6,108.4,100.3
C=C1C(=O)O[C@H]2[C@H]1CC/C(COC(=O)NCCc1c[nH]c3ccc(OC)cc13)=C\CC[C@@]1(C)O[C@@H]21,-74.3*,20.4,51.8,54.7,10.6,60.1,-13.1*,118.4,35.5
O=[N+]([O-])c1cnc(-c2ccc(F)cc2)n1CCO,105.0,104.2,95.1,97.3,104.2,99.9,99.3,98.2,99.0
CCn1cc(C(=O)O)c(=O)c2cc(F)c(N3CCNCC3)cc21,114.0,97.0,.,101.9,106.1,103.0,111.2,112.9,100.6
O=C1NC(=S)NC(=O)C1Cn1cnc2ccccc21,106.6,103.3,108.0,99.9,109.8,102.7,106.4,105.3,101.1
COc1cc(-c2cc(-c3ccc(Nc4nc(Nc5ccc(Cl)cc5)nc(Nc5ccc(Cl)cc5)n4)cc3)no2)cc(OC)c1OC,86.0,76.4,77.8,60.1,80.6,67.9,78.8,90.7,73.4

# Part of the list above, reduced to OVCAR-3 and U251:
mol | OVCAR-3 | U251
O=C(O)c1nn(-c2ccccc2)nc1N1CCCC1 | 109.1 | 100.3
C=C1C(=O)O[C@H]2[C@H]1CC/C(COC(=O)NCCc1c[nH]c3ccc(OC)cc13)=C\CC[C@@]1(C)O[C@@H]21 | -74.3* | 35.5
O=[N+]([O-])c1cnc(-c2ccc(F)cc2)n1CCO | 105.0 | 99.0
CCn1cc(C(=O)O)c(=O)c2cc(F)c(N3CCNCC3)cc21 | 114.0 | 100.6

# Further entries:
SMILES,OVCAR-3,OVCAR-8,OVCAR-5,PC-3,DU-145,SF-268,OVCAR-4,SK-OV-3,U251
Cc1nn2c(-c3nc4cc(Cl)c(F)cc4[nH]3)c(-c3ccccc3)nc2s1,95.7,86.1,.,79.5,98.2,94.8,110.2,102.6,93.8
O=C(/C=C/C12c3ccccc3C(c3ccccc31)C1C(=O)NC(=O)C12)c1ccco1 (stereo not given),11.7,5.8*,44.3,31.9,-0.3*,28.7,53.4,42.7,15.9
Cc1cc(-c2ccccc2)nc2ccccc12,104.9,98.1,115.1,99.8,112.5,94.7,90.1,74.9,97.4
O=C(N/N=C\c1ccc(Cl)cc1)C(=O)N/N=C\c1ccc(Cl)cc1,122.6,101.9,104.8,94.5,122.8,119.8,.,92.4,101.2
COc1cc(NC(=O)CN2CCN(c3cc(=O)n(-c4ccccc4)c4ccccc34)CC2)cc(OC)c1OC,111.7,100.7,102.7,92.1,107.0,99.5,102.6,111.9,101.8
O=C1OCc2cccc3cccc1c23,109.7,100.9,107.5,89.5,106.6,102.6,97.1,112.3,105.5
CCCCC(C)(C)O,95.9,105.8,95.7,89.6,101.3,96.8,113.4,123.4,92.3
Nc1ccc2c(O)cc(S(=O)(=O)O)cc2c1,104.6&125.5,97.8&104.6,102.6,85.5,109.6&114.2,101.2&118.1,93.5,96.6&96.1,101.4&101.4
CC1(C)C(OS(C)(=O)=O)C(C)(C)C1OS(C)(=O)=O (stereo not given),116.6,110.8,99.4,99.1,101.2,106.6,101.2,98.4,101.7
O=C(NNC(=O)c1ccc(Cl)cc1Cl)c1ccccc1,102.0&116.7,94.1&99.1,95.2&110.2,98.2&88.8,99.4&112.4,100.4&112.9,112.8&103.6,104.3&111.3,98.5&93.5
CCCCSc1nc(NC2CC2)c(C#N)c(-c2ccccc2)n1,83.4,75.1,109.2,103.3,103.4,93.2,61.0,108.9,80.3
CCOC(=O)C/C(=N\Nc1cc(=O)[nH]c2ccc(Cl)cc12)C(=O)OCC,109.7,110.2,98.9,88.3,106.1,98.6,107.3,123.1,106.9
O=C(CSc1nc2ccccc2[nH]1)Nc1ccc(-c2nc3ccccc3s2)c(Cl)c1,-17.2*,-9.6*,20.4,26.3,.,.,-39.8*,12.4,.
COc1c(Br)c(Br)c(Br)c(OC)c1OC,111.4,100.5,105.3,87.4,112.6,106.4,106.8,102.2,99.5
c1ncc2c(n1)-c1c[nH]cc1CC2,119.6,102.3,118.6,.,127.3,118.8,112.3,103.7,106.6
Cc1ccc(-c2nc3nc(-c4ccccc4)nc(N4CCCN(S(=O)(=O)c5ccccc5)CC4)c3o2)cc1,107.2,87.3,101.4,96.1,98.7,102.1,63.6,96.3,94.0
CC(=O)n1ncc2ccc([N+](=O)[O-])cc21,101.8,125.4,107.0,102.5,101.4,102.0,111.4,88.4,.
OCCc1c[nH]c2ccccc12,106.4,100.5,104.4,90.2,110.3,99.5,113.4,103.1,95.5
COc1cc2oc(-c3cccc(NC(=O)c4ccc5c(c4)OCO5)c3)cc(=O)c2c(OC)c1OC,53.0,46.3,93.9,-12.0*,52.9,48.1,58.1,98.1,32.5
CCCCC/C(=C\c1ccccc1)C1OCC(C)(C)CO1,108.0,111.9,102.3,101.1,104.1,96.6,106.2,100.5,102.5

# Five entries out of the list, arranged by count of non-hydrogen atoms, lowest first.
SMILES,OVCAR-3,OVCAR-8,OVCAR-5,PC-3,DU-145,SF-268,OVCAR-4,SK-OV-3,U251
OCCc1c[nH]c2ccccc12,106.4,100.5,104.4,90.2,110.3,99.5,113.4,103.1,95.5
O=C1OCc2cccc3cccc1c23,109.7,100.9,107.5,89.5,106.6,102.6,97.1,112.3,105.5
COc1c(Br)c(Br)c(Br)c(OC)c1OC,111.4,100.5,105.3,87.4,112.6,106.4,106.8,102.2,99.5
CCCCC/C(=C\c1ccccc1)C1OCC(C)(C)CO1,108.0,111.9,102.3,101.1,104.1,96.6,106.2,100.5,102.5
O=C(CSc1nc2ccccc2[nH]1)Nc1ccc(-c2nc3ccccc3s2)c(Cl)c1,-17.2*,-9.6*,20.4,26.3,.,.,-39.8*,12.4,.

# Carrying on:
SMILES,OVCAR-3,OVCAR-8,OVCAR-5,PC-3,DU-145,SF-268,OVCAR-4,SK-OV-3,U251
CCOC(=O)C(=Cc1ccccc1F)C(=O)OCC,95.2,104.7,105.7,87.6,71.1,89.9,97.0,105.9,.
CCOC(SCC)C(Nc1ccc([N+](=O)[O-])cc1[N+](=O)[O-])C(OC(C)=O)C(OC(C)=O)C(COC(C)=O)OC(C)=O (stereo not given),102.4,106.8,87.3,80.3,111.1,104.4,95.2,.,106.5
CSc1nc(=O)n(CCC#N)nc1SC,100.7,106.5,.,96.6,99.1,101.9,110.1,115.4,100.8
CCOC(=O)C(C(=O)OCC)(c1ccccc1)c1ccccc1,117.7,95.0,97.5,89.0,110.5,110.5,100.2,102.0,100.3
O=C(Nc1ccc2c(O)c(N=Nc3ccc(N=Nc4ccc(S(=O)(=O)O)cc4)cc3)c(S(=O)(=O)O)cc2c1)c1ccccc1,115.7,110.7,93.8,96.2,113.7,106.1,104.1,105.1,101.6
CC(C)[C@H](N)C(=O)OCCOCn1cnc2c(=O)[nH]c(N)nc21,120.8,100.0,105.5,99.4,117.0,118.3,108.3,108.0,106.7
Cc1nn(-c2ccc(Cl)cc2)c(=O)n1CCn1c(C)nc2ccccc21,.,107.6,96.9,101.0,131.9,112.4,111.7,108.2,105.4
O=C1C(S(=O)(=O)O)=CC(=Nc2ccc(O)cc2)c2ccccc21,85.0,100.2,111.5,77.6,100.5,93.3,98.1,90.3,99.3
CC1CCCc2sc3nc(NNC(=O)c4cnccn4)n(-c4ccccc4)c(=O)c3c21 (stereo not given),-3.1*,9.3*!,36.6&29.6,27.4&30.0,12.9&12.2,5.5*!,-20.4*,-9.0*!,8.0*
NS(=O)(=O)Oc1ccc2c(ccn2C(=O)C23CC4CC(CC(C4)C2)C3)c1,116.7,104.8,104.5,103.4,116.2,110.7,104.4,121.3,99.2
O=c1[nH]c2ccc(Cl)cc2c2ccccc12,87.0,77.5,84.2,92.8,78.2,79.4,-3.8*,39.4,65.9
C=CCC(OC(C)=O)c1ccc(OC)c(OC)c1 (stereo not given),111.3,96.7,113.2,92.5,120.7,97.8,117.6,126.2,100.7
CCCCOC(=O)C12CCCCC1O2 (stereo not given),109.4,106.8,108.5,100.6,107.8,105.7,104.0,111.4,100.5
O=C(NNC(=O)c1ccncc1)C1=CN=C2Sc3cc(F)ccc3N2[C@H]1c1ccccn1,101.9,93.2,88.4,101.8,108.6,102.1,99.9,103.9,100.5
COC1CC(OC(=O)c2ccc([N+](=O)[O-])cc2)C(COC(=O)c2ccc([N+](=O)[O-])cc2)O1 (stereo not given),111.4,91.2,99.7,89.8,118.8,112.0,97.0,106.5,97.2
CCOc1ccc(NC(Cc2ccccc2)c2ccc(OC)cc2)cc1 (stereo not given),102.3,99.2,99.6,83.8,103.6,106.7,90.1,99.1,97.8
C=C(N)N[C@@H](CCC(=O)O)C(=O)O,109.7,107.7,113.0,88.4,109.7,98.7,115.8,115.6,107.5
Clc1ccccc1Cc1cn2cc(-c3ccccc3)nc2s1,89.5,94.3,90.2,83.8,89.0,92.4,83.7,91.1,87.2
C=C(C)[C@H]1CC2=C(C(=O)OC)C=C(O2)[C@H]2O[C@]2(C)C[C@H]2C=C(CC1=O)C(=O)O2,114.0,111.9,89.0,96.2,110.8,97.4,90.0,98.8,103.7
CC(SC(C)C(=O)N/N=C/c1ccc(F)cc1)C(=O)N/N=C\c1ccc(F)cc1 (stereo not given),105.7,103.0,108.6,87.9,113.5,105.1,.,97.7,103.9
CC(Sc1nc2sc3c(c2c(=O)n1-c1ccc(Cl)cc1)CCCC3)C(=O)Nc1nc(-c2cccc([N+](=O)[O-])c2)cs1 (stereo not given),104.5,100.7,94.6,92.0,104.9,88.4,106.0,103.4,102.9
CCCCCCCC/C=C/CCCCCCCCC1=NCCN1CCO,83.1,74.9,95.2,46.2,84.7,77.3,81.7,97.8,54.1
Cc1nc2ccccc2c(/C=C/c2ccc(F)cc2)c1C(N)=O,107.2,103.6,105.5,89.1,104.5,96.4,95.5,104.9,98.1
NNC(=O)c1cccc([N+](=O)[O-])c1,112.5&107.7,102.9&105.3,108.2&110.9,89.8&89.7,108.8&111.2,101.8&102.8,99.3&110.1,101.9&103.2,95.3&111.2
CCO/C=C1\SC(=S)N(c2cccc(O)c2)C1=O,102.4,99.4,97.8,98.0,108.6,102.9,93.8,91.9,101.6
Nc1nc2c(c3ncncc13)C(c1cccc(C(F)(F)F)c1)Cc1ncncc1-2 (stereo not given),2.4*,57.6,77.4,26.4,15.6,45.8,39.8,32.9,.
Cn1c(=O)[nH]c(=O)c2nc(CCC(=O)NCCC(=O)O)c(=O)[nH]c21,112.9,100.6,106.0,.,113.0,98.2,105.6,101.4,98.2
CCCCNNC(=O)c1ccc(-c2cccc(F)c2F)cc1,44.6,20.8,24.9,45.9,28.9,55.6,41.5,47.2,36.0
S=C1CC(=S)c2cc(Cl)ccc2N1,89.9,101.6,113.5,82.5,102.5,98.6,75.9,97.9,103.6
